Assay outcomes (PubChem)
CCR6 antagonist = CCR6 (human) receptor antagonism | P51684 | CHO-K1 CCR6 PathHunter beta-arrestin, luminescence, CCL20-stimulated | inhibition, % at 20 µM | hit rate 0.49% among 340,000;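 active = compounds whose inhibition of the agonist-driven luminescence signal at 20 µM reaches about 50%, limit read from the data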;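 also: cells stimulated with CCL20 at 14 nM final; plate controls were DMSO with CCL20 for no effect and DMSO without agonist for full effect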
Target sequence (P51684 whole entry, looked up): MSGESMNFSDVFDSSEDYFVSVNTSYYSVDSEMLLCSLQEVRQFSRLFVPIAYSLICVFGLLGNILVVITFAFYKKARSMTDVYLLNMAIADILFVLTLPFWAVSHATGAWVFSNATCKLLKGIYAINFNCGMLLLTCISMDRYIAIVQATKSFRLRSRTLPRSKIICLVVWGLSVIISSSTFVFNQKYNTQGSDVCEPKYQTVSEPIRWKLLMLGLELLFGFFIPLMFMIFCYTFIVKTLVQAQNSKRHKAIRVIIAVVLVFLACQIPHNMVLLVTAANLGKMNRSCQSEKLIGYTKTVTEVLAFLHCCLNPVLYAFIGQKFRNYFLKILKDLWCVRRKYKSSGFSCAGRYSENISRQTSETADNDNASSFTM
EBI2 block = EBI2 (human) antagonism. P32249. EBI2 beta-arrestin recruitment, luminescence, 7a,25-OHC stimulated. inhibition, % at 5 µM. hit rate 0.81% among 360,000. AID 651636; in the data active = inhibition above about 38%;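 also: enzyme fragment complementation signal reports receptor beta-arrestin coupling in cells; 0% = agonist plus DMSO wells and 100% = wells without agonist; some results beyond the cut were filed as inactive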
Target sequence (P32249 whole entry, looked up, the tested form may be a part): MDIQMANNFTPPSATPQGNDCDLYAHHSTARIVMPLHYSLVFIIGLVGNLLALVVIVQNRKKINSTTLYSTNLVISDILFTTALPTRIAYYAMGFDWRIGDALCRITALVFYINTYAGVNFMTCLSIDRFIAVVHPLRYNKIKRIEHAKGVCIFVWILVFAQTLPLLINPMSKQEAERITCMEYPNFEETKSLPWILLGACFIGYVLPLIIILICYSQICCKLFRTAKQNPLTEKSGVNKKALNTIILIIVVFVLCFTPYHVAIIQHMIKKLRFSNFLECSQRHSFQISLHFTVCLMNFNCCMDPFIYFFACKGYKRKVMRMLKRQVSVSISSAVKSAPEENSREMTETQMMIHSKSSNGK
tim23-1 inh = growth inhibitors of tim23-1 mutant yeast. S. cerevisiae tim23-1 growth, BacTiter-Glo luminescence, 24 h. inhibition, % at 20 µM. hit rate 1.3% among 330,000;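 active = growth inhibition of the mutant yeast at or above 50%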;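 also: temperature-sensitive mutant grown at 25 °C; plate controls were DMSO-treated mutant yeast for no effect and medium wells lacking yeast for full effect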
APJ antagonist = blocks the human apelin receptor APJ | P35414 | CHO-K1 APJ beta-arrestin complementation, luminescence | inhibition, % at 20 µM | hit rate 0.32% among 330,000;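 active = inhibition above about 40% at 20 µM, limit read from the data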;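 also: cells challenged with 10 nM apelin-13 agonist together with compound; plate controls were apelin-13 plus DMSO wells for no effect and DMSO wells lacking apelin-13 for full effect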
CXCR6 block = blocks human CXCR6 beta-arrestin recruitment; CHO-K1 PathHunter CXCR6 beta-arrestin, luminescence; hit rate 0.36% among 360,000; inhibition, % at 20 µM; AID 602244; in the data active = inhibition above about 34%, passing the limit was not always enough;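 also: antagonist mode with CXCL16 agonist at 10 nM final; 0% = 10 nM CXCL16 with DMSO and 100% = unstimulated wells without agonist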
APJ ag = APJ receptor agonism. P35414. CHO-K1 APJ PathHunter beta-arrestin, luminescence; 0% DMSO wells, 100% apelin. activation, % at 20 µM. hit rate 0.11% among 330,000;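 active = activation more than six SD over the plate average, tested at 20 µM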;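 also: 0% = DMSO alone and 100% = apelin-13 at 10 nM; some results filed as inactive read as strong as hits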
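Assay system: engineered CHO-K1 APJ arrestin reporter cells; Amount: 1000 CHO-K1 reporter cells seeded per well; Dosing: one dose, 20 µM compound, 1% DMSO; Times: compound stimulation 90 min at 25 °C, detection 60 min; Measured by: luminescent beta-gal fragment complementation, chemiluminescent substrate; Read-out: APJ–arrestin association signal; Controls: DMSO vs Apelin-13 10 nM.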
CHOP UPR activ = apoptotic UPR (CHOP) activation; CHO-CHOP luciferase reporter, luminescence; percent of tunicamycin response over DMSO baseline; activation, % at 10 µM; hit rate 0.34% among 330,000; AID 449763;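 active = at 10 µM dose, activation of 40% or more, normalized to positive control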;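 also: 100% = tunicamycin at 10 µg/mL and 0% = DMSO alone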
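System: CHO-CHOP luciferase reporter cell line | Buffer or medium: F12 medium containing 10% fetal bovine serum | Doses: One dose, 10 µM in 0.5% DMSO | Times: 6 h compound exposure at 37 °C after overnight seeding | Signal: Luciferase luminescence | Read-out: % activation vs tunicamycin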
XBP1 UPR activ = adaptive UPR (XBP1) activation. hit rate 0.33% among 330,000. AID 463104. activation, % at 20 µM. CHO-XBP1 luciferase reporter, IRE1-XBP1 UPR activation, luminescence; percent of tunicamycin response, DMSO as zero;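 active = versus positive control, 20 µM dose yields 30% or more activation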;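 also: 100% = tunicamycin at 10 µg/mL and 0% = DMSO only wells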
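Material: CHO-XBP1 cells stably carrying IRE1-XBP1-driven luciferase reporter / Amount: 1000 cells per well / Compound: 20 µM, 1% DMSO / Times: 6 h treatment, 37 °C / Detection: luciferase luminescence / Measure: % activation of reporter signal versus tunicamycin and DMSO controls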
Mdm2-MdmX inh = disrupts the human Mdm2-MdmX interaction; hit rate 3% among 330,000; SaOS-2 split-luciferase Mdm2/MdmX complementation, luminescence; inhibition, % at 8 µM; AID 485346;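 active = inhibition of at least 50% at 8 µM in the primary screen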
* = called active by the depositor; / = not tested or not shown.

SMILES	CCR6 antagonist	EBI2 block	tim23-1 inh	APJ antagonist	CXCR6 block	APJ ag	CHOP UPR activ	XBP1 UPR activ	Mdm2-MdmX inh
CCOc1ccc(NS(=O)(=O)c2ccc(NC(=O)c3cccnc3)c(OC)c2)cc1	2	-1	14	12	9	2	0.2	-1	14
COc1ccc(NS(=O)(=O)c2ccc(N3CCOCC3)c(NC(=O)c3ccc(OC)cc3)c2)cc1	18	-3	6	5	-5	0	-1.0	-1	-1
CC(CN1CCCC1)OC(=O)C(c1ccccc1)c1ccccc1 (stereo unspecified)	11	-1	-44	14	15	-2	-0.1	-3	11
CC(NC(=O)NC(=O)c1cccc([N+](=O)[O-])c1)C1CC1 (stereo unspecified)	7	3	-3	13	-3	2	-0.1	2	6
CCOc1ccccc1OCCCC(=O)NNC(=O)c1ccc(F)cc1	11	8	14	3	7	-2	-1.8	-1	17
CCOC(=O)N1CCC(NC(=O)c2cc(COc3ccc(F)cc3Cl)on2)CC1	10	7	-9	4	0	4	-0.8	-4	11
Cc1cc(C)n2nc(C(=O)N3CCN(Cc4ccc5c(c4)OCO5)CC3)nc2n1	3	-2	15	5	0	-6	1.1	-2	-17
O=C(/C=C1\NC2(CCCC2)Cc2ccccc21)C(=O)N/N=C/c1ccccc1O	19	16	48	-16	7	-3	0.8	0	45
Cc1ccc(NC(=S)NNC(=O)CSc2nnc(-c3ccc(Cl)cc3)n2C2CCCCC2)cc1	21	18	36	35	-8	1	-0.8	-1	12
COc1ccccc1-n1cnnc1SC(C)C(=O)Nc1cccc([N+](=O)[O-])c1 (stereo unspecified)	8	-3	26	-5	3	-2	0.3	-3	0
Cc1cc([N+](=O)[O-])nn1CC(=O)N1c2ccccc2CC1C (stereo unspecified)	12	-10	14	3	-1	-2	0.0	-3	5
Cc1onc(-c2c(Cl)cccc2Cl)c1C(=O)NN1CCCCCC1	2	-12	-6	13	-2	3	-0.1	1	31
COc1ccc(-c2nnc(OCc3nc4ccccc4n3C)c3ccccc23)cc1	22	9	43	-1	15	0	0.4	8	10
CC(C)(C)c1ccc(C(=O)NCC(=O)NCC(C)(C)N2CCOCC2)cc1	5	-2	-14	15	4	5	2.3	0	-8
CC(Sc1nnc(-c2cccs2)n1C1CC1)C(=O)NCC1CCCO1 (stereo unspecified)	4	-7	-2	-3	0	-5	0.1	-2	-16
O=C(O)CCCNc1n[nH]c(=O)[nH]c1=O	1	1	12	-36	-3	0	1.2	-2	-23
CC(=O)Nc1cc2c3c(c1)CCC(=O)N3CCC2	-4	-12	5	7	5	-2	1.2	-2	9
CCCCn1c(SCC(=O)N(C)C)nnc1-c1ccncc1	-6	-7	-9	17	-8	-4	2.3	-4	25
Cc1cccc(-c2nnc(SCc3nc4ccccc4[nH]3)n2Cc2ccco2)c1	10	17	25	5	18	-1	0.0	6	2
CC(C)(C)C(=O)Nc1nnc(SCC(=O)Nc2nccs2)s1	-3	-7	2	12	-7	6	1.4	-1	-5
O=C(CSCc1c[nH]c(=O)[nH]c1=O)OCC(=O)c1ccc(Br)cc1	20	4	7	10	3	-4	1.9	-3	-19
Cc1ccc(Nc2nc(CSc3nnnn3-c3ccccc3)cc(=O)[nH]2)cc1	-4	6	6	-12	-4	3	1.1	-2	-12
CCCCn1c(-c2ccccc2)cnc1SCC(=O)NCCc1ccc(OC)c(OC)c1	8	12	4	15	8	-4	3.2	-4	12
Cc1ccc(-n2c(Cc3ccccc3)n[nH]c2=S)c(C)c1	12	-8	21	-20	-10	0	0.0	-1	-1
CN1CCN(CC(=O)Nc2ccc(OC(F)(F)F)cc2)CC1	6	-4	10	12	-4	-5	0.5	7	1
Cc1ccc(C(=O)COC(=O)c2ccccc2N2C(=O)C3C4CCC(C4)C3C2=O)cc1C (stereo unspecified)	10	7	11	2	-4	-2	1.4	2	21
COc1ccc(Nc2nc(NCC3CCCO3)c3ccccc3n2)c(OC)c1 (stereo unspecified)	10	-10	-7	17	-12	2	-1.5	-2	30
COc1cccc(NC(=O)c2ccccc2-c2nc(-c3cccc(C)c3)no2)c1	-10	16	40	5	5	-4	4.9	0	12
Cn1nnnc1SCC(=O)Nc1cccc([N+](=O)[O-])c1	2	-2	-7	6	5	2	1.9	-4	6
O=C(NCc1cccc(Cl)c1)NCc1cccc(Cl)c1	19	16	9	-11	-12	-4	1.0	-4	-30
CCOC(=O)c1ccc(NC(=O)CSc2nnc(COc3ccccc3OC)n2CC)cc1	-2	9	-15	-7	3	-2	0.6	-3	0
C=CCn1cnc2c(nnn2-c2ccc(C)c(Cl)c2)c1=O	-3	4	17	8	0	-3	0.2	1	-10
CC(C)(C)C(=O)Nc1nc(-c2ccc3c(c2)OCO3)cs1	5	2	55*	-3	-9	3	8.4	5	-143
COc1cccc(C(=O)Oc2cc(C)[nH]c(=O)c2[N+](=O)[O-])c1	15	-8	5	0	-1	-2	-1.8	1	16
CC(=O)Nc1cccc(NC(=S)Nc2cccc(Cl)c2Cl)c1	18	1	12	1	-7	-2	0.4	1	16
CCc1cccc(C)c1NC(=O)C1CCN(C(=O)c2ccc([N+](=O)[O-])cc2)CC1	-8	4	-3	4	-1	-2	0.1	-4	-14
CC(C)C(=O)Nc1ccc(C(=O)N2CCN(C(=O)c3ccco3)CC2)cc1	/	/	-6	2	/	-2	2.2	0	6
O=[N+]([O-])c1ccc2nonc2c1Nc1cccc(F)c1	11	5	15	-23	9	4	-0.7	-1	9
CSC(=N/N=C(\N)c1cnccn1)SC	-2	-10	1	-9	-4	-5	1.6	-3	-12
COc1cccc(Cn2cnc3c([N+](=O)[O-])c(C)c(C)cc32)c1	14	-3	45	-14	4	1	-0.9	-1	-5
COc1cccc(C(=O)/C=C/c2ccc(SC)cc2)c1	15	19	31	5	8	-2	4.8	3	-4
Nc1nnnn1/N=C/c1cc(Cl)cc(Cl)c1O	-20	-2	13	-39	-22	-2	0.5	-2	-4
COc1ccc2[nH]c(C)c(CCNC(=S)Nc3ccc(F)cc3)c2c1	28	-10	7	6	6	0	0.0	-2	45
Cc1cc(C)cc(NC(=S)N2CCC(NC(=O)c3ccco3)CC2)c1	-9	-5	11	16	0	-4	1.1	4	9
O=C(N/N=C/C1CC2C=CC1C2)c1ccccc1O (stereo unspecified)	-3	-7	8	8	0	-3	3.3	-2	-4
COCCCNC(=O)C[C@H]1C[C@H](C(=O)N2CCOCC2)[C@@]2(C)c3[nH]c4cc(-c5ccco5)ccc4c3CCN2C1=O	16	-3	23	/	-1	/	2.6	0	12
Cc1ccc(OCC(=O)O/N=C(\N)c2ccncc2)cc1C	-1	2	18	-11	-5	-1	4.2	3	-27
O=C(c1ccco1)N1C(=O)c2cccc3cccc1c23	4	0	39	8	-9	-1	0.3	-6	4
Cc1cc2oc(=O)cc(CN3CCOCC3)c2cc1O	0	2	-6	5	2	-1	1.0	1	-19
COc1ccc(CNC(=O)C2CC(C)=CCC2C(=O)O)cc1 (stereo unspecified)	6	0	5	-6	2	-4	-1.6	1	-11
CCCCN(CC)C(=S)Nc1ccc2nc(N3CCN(C)CC3)cc(C)c2c1	8	2	-9	-5	6	-2	-0.7	-4	40
O=C1Cc2cc([N+](=O)[O-])ccc2N1c1c(Cl)cccc1Cl	26	-6	29	0	9	-3	0.5	0	-12
CC(C)C(=O)N(c1cc2sc(=O)oc2c2ccccc12)S(=O)(=O)c1cccs1	25	49*	23	-22	4	8	24	48*	6
COc1cc(/C=N/NC(=O)NC2CCCCC2)ccc1O	3	4	15	-5	11	0	1.1	9	16
COc1cc(NC(C)CCCN)c2ncccc2c1 (stereo unspecified)	16	-13	-5	16	-1	17	1.1	0	34
CC(=O)Nc1ccc(S(=O)(=O)N2CCN(c3ccccn3)CC2)cc1	-8	2	8	2	-14	-4	-1.4	-3	6
Cc1cc(C)c(C#N)c(SCC(=O)c2ccc(Cl)cc2Cl)n1	8	-17	30	13	-2	0	0.4	2	74*
CCOc1cc(C(c2c(C)[nH][nH]c2=O)c2c(C)[nH][nH]c2=O)cc(Cl)c1O	18	-8	8	13	8	-4	-0.3	0	23
CCNc1nc(NC(C)C)nc(N(C#N)C(C)C(=O)N(C)C)n1 (stereo unspecified)	12	-16	9	11	6	-4	0.8	-2	17
O=C(CN1C(=O)CNC1=O)Nc1cc(Cl)cc(Cl)c1	4	2	15	4	-7	-2	-0.4	-1	7

2 successive entries from above:
SMILES	CCR6 antagonist	EBI2 block	tim23-1 inh	APJ antagonist	CXCR6 block	APJ ag	CHOP UPR activ	XBP1 UPR activ	Mdm2-MdmX inh
CCNc1nc(NC(C)C)nc(N(C#N)C(C)C(=O)N(C)C)n1 (stereo unspecified)	12	-16	9	11	6	-4	0.8	-2	17
O=C(CN1C(=O)CNC1=O)Nc1cc(Cl)cc(Cl)c1	4	2	15	4	-7	-2	-0.4	-1	7

Other compounds.
SMILES	CCR6 antagonist	EBI2 block	tim23-1 inh	APJ antagonist	CXCR6 block	APJ ag	CHOP UPR activ	XBP1 UPR activ	Mdm2-MdmX inh
COCC(=O)N(Cc1cc2cc(OC)ccc2[nH]c1=O)c1ccc(C)cc1	2	6	17	-1	0	-2	-0.4	0	23
COc1ccc(OC)c(S(=O)(=O)n2cccn2)c1	-9	3	11	2	2	-4	0.9	3	1
COc1ccc(C(CNC(=O)COc2cc(C)c(Cl)c(C)c2)N2CCCCC2)cc1 (stereo unspecified)	16	9	25	6	10	-5	1.5	-1	44
Cc1ccc(C(=O)NCC(=O)OCC(=O)c2c(N)n(C)c(=O)n(C)c2=O)cc1C	4	-8	6	0	-1	-4	0.4	2	1
O=C(NCCc1ccccc1)c1cc2ccccc2oc1=O	17	-14	13	5	1	-4	4.5	0	5
CC1CC(N(C(=O)c2ccco2)c2ccccc2)c2ccccc2N1 (stereo unspecified)	0	17	10	15	2	-5	-1.1	-3	31
COc1ccc(CCNC(=O)Cc2cc(=O)[nH]c(=O)[nH]2)cc1OC	-3	1	2	11	-2	5	0.0	-3	19
C[C@H](Nc1ncnc2sc3c(c12)CCC3)C(=O)O	7	-8	4	7	-6	-4	-2.5	-2	-5
CC(=O)N1CCC(C(=O)Nc2ccc(S(=O)(=O)NCCc3ccccc3)cc2)CC1	0	-2	-12	9	0	-1	9.7	1	-7
CCCCN(CC)CCCNC(=O)CN1C(=O)CSc2ccc(S(=O)(=O)N3CCOCC3)cc21	7	-1	12	-3	3	-3	-1.0	-2	-19
COc1ccc(C/C(C)=N/NS(=O)(=O)c2ccc(Br)cc2)cc1	0	3	14	6	0	-3	4.6	1	-19

This is a subset, so the mix of outcomes need not match the whole.
